MEKK2 WT-MEK5 = raises or lowers MEK5 binding to wildtype human MEKK2 PB1 domain | hit rate 1.1% among 290,000 | binding response (% of control), % at 10 µM | bead flow cytometry, Alexa488-MEK5 binding to MEKK2 WT; actives lie on both sides | AID 1531; in the data active means binding response below about 67% or above about 130%
IDE cell activ = activators of human insulin-degrading enzyme in cells | HEK cells, FAbeta-B cleavage, fluorescence polarization; 0% vehicle, 100% cell-free pure enzyme wells | AID 493087 | P14735 | hit rate 0.073% among 340,000 | activation, % at 5.96 µM;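 active means activation above the mean of all tested compounds plus 3 SD, set per screening campaign, cut at about 17% in these data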
pCIP destab = p/CIP protein destabilization. Q05BA5. F442A p/CIP-EGFP cells, EGFP fluorescence, 16 h. decrease of EGFP signal, % at 10 µM. hit rate 0.01% among 290,000;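 active means EGFP signal decrease of at least 30% at 10 µM or well 3 SD below plate mean, unless failing retest; inactive means the rest, including hits failing retest or dose response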; further: some compounds called inactive have numbers as strong as hits; many of its hits are not listed in these tables
Target sequence (Q05BA5 1-1403): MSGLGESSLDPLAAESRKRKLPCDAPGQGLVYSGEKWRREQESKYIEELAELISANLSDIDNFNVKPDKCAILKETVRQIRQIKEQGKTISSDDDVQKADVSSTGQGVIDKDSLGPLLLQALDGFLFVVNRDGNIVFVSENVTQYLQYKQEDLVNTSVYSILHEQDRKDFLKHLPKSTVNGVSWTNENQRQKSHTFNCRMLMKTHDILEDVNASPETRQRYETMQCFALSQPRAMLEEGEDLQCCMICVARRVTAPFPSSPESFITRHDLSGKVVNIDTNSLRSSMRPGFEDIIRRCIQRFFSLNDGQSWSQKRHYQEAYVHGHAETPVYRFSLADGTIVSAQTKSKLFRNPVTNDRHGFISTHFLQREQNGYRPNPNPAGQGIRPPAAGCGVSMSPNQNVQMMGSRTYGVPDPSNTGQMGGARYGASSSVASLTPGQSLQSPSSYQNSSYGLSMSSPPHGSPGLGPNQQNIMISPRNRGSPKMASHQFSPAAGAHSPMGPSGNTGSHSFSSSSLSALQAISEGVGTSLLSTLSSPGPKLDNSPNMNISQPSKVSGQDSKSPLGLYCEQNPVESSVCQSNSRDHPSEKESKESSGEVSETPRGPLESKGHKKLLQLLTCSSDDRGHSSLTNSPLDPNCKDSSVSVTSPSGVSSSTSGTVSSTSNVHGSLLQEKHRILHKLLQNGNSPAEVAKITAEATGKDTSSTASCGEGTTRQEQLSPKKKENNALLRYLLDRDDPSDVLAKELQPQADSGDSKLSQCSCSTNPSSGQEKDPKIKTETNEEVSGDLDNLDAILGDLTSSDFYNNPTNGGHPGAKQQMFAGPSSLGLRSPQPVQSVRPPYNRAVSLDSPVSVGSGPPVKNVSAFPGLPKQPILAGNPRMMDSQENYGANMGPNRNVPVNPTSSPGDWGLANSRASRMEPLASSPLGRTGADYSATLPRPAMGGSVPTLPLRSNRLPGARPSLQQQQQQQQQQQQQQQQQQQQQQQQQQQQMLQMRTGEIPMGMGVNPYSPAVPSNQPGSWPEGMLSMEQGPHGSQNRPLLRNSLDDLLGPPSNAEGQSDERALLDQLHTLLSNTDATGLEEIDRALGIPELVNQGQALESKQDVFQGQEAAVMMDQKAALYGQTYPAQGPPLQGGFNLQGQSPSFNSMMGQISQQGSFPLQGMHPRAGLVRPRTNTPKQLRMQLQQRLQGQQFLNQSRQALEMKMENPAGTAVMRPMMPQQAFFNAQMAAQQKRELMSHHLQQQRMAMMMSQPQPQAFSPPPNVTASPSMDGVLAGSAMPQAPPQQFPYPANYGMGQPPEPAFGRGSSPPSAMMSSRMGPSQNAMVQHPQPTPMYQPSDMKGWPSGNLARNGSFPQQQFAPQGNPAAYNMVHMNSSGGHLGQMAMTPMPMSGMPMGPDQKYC
M18AAP inhibitor = blocks P. falciparum M18 aspartyl aminopeptidase. recombinant PfM18AAP, H-Glu-NHMec fluorogenic cleavage. inhibition, % at 7.35 µM. hit rate 1.2% among 290,000;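 active means inhibition above the campaign mean inhibition over all tested compounds plus 3 SD, cut at about 28% in these data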;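 further: 0% = plate median of test compound wells and 100% = 2 mM ZnCl2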
MEKK3 PB1 HTS = MEKK3-MEK5 PB1 interaction, increase or decrease. bead-based flow cytometry, Alexa488-MEK5 binding to MEKK3; actives lie on both sides; 0 = blocked by unlabeled MEK5, 100 = vehicle. Q99759. binding response (% of control), % at 10 µM. hit rate 1.4% among 290,000;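 active means binding response more than 3 SD above or below the average of its plate-row segment, actives on both sides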;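 further: Alexa488 bead fluorescence after subtracting the streptavidin-only scavenger bead signal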
SUMO HTRF inh = SUMOylation inhibition. hit rate 0.36% among 290,000. HTRF SUMOylation assay, SAE1/SAE2 + UBC9, in vitro. inhibition, % at 35 µM. P63279; in the data active means inhibition above about 50%, passing the limit was not always enough; further: strong numbers were not always called active
NALP1 yeast inh = inhibitors of NALP1 inflammasome in yeast; S. cerevisiae NALP1/ASC/caspase-1 growth, X-gal OD620, 72 h; inhibition, % at 10 µM; hit rate 0.61% among 280,000; AID 2071; in the data active means inhibition mostly above about 24%, no sharp cut-off; inactive means mostly below about 32%; further: some compounds called inactive have numbers as strong as hits
MEKK2mut PB1 HTS = signal of MEK5 binding to mutant human MEKK2 PB1 domain; bead flow cytometry, Alexa488-MEK5 binding to MEKK2 mutant; percent response, % at 10 µM; hit rate 0.35% among 290,000; AID 1530; in the data active means percent response above about 24%, passing the limit was not always enough; further: inactives centre near 1; some results filed as inactive read as strong as hits; reference of the scale not given here
IDE inh = inhibits human insulin-degrading enzyme in HEK cells | inhibition, % at 5.59 µM | hit rate 0.41% among 320,000 | FAbetaB cleavage, fluorescence polarization | AID 434962 | P14735;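 active means percent inhibition above the average of all tested compounds plus 3 SD, set per screening campaign, cut at about 16% in these data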;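 further: IDE supplied by intact live HEK cells; FP after avidin binding of uncleaved biotin substrate so inhibition keeps polarization high; 0% = DMSO wells and 100% = 60 µM reference IDE inhibitor Ii1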
Numbers without * were called inactive; . = not tested or not shown; [ ] = remark or other dose. The list is partial, so the mix of outcomes need not match the whole.

SMILES | MEKK2 WT-MEK5 | IDE cell activ | pCIP destab | M18AAP inhibitor | MEKK3 PB1 HTS | SUMO HTRF inh | NALP1 yeast inh | MEKK2mut PB1 HTS | IDE inh
CCNC(=S)N/N=C/c1cn(Cc2ccc(F)cc2)c2ccccc12 | 110 | 7 | 5 | -6 | 111 | -24 | 3 | 28 | -2
OC(COc1ccc2c(c1)CCC2)CN1CCN(c2cccc(Cl)c2)CC1 (stereo not given) | 121 | 6 | -12 | -8 | 102 | -19 | 28 | 8 | 7
O=C(CSc1ncc(C(F)(F)F)cc1Cl)N1CCN(S(=O)(=O)c2ccccc2)CC1 | 99 | -4 | -3 | -7 | 97 | 3 | 23 | -1 | 0
Cc1c(C#N)c2ncn(Cc3ccccc3)c(=O)c2n1-c1ccccc1 | 105 | 4 | 4 | -8 | 98 | -7 | -6 | 10 | 5
CCOC(=O)C1(CCOc2ccccc2)CCN(Cc2ccc(CO)o2)CC1 | 102 | 1 | -4 | -8 | 99 | 1 | 6 | -2 | 2
CCOc1cc(/C=N/NC(=O)CN(CCc2ccccc2)S(=O)(=O)c2ccc(NC(C)=O)cc2)ccc1O | 100 | -2 | -10 | 0 | 97 | -13 | -19 | 0 | 4
Cc1ccc(N2CC(C(=O)Nc3cccnc3)CC2=O)cc1C (stereo not given) | 101 | 3 | -8 | -3 | 98 | 23 | 3 | 0 | -1
CC(C)CCN1C(=O)C2(OCCCO2)c2cc(Cl)ccc21 | 96 | 3 | 2 | -2 | 96 | -8 | . | -2 | -8
Cc1ccc(S(=O)(=O)N(Cc2ccccc2)c2ccccc2C(=O)NCc2cccnc2)cc1 | 106 | 1 | -9 | -8 | 105 | -4 | 4 | 1 | 8
CCN(CC(=O)Nc1ccccc1-c1ccccc1)Cc1nc2ccccc2c(=O)[nH]1 | 72 | 3 | -10 | 2 | 64*[inhibitor] | 8 | 4 | -3 | -4
CS(=O)(=O)N1CCN(C(=O)c2ccc(-c3ccccc3)cc2)CC1 | 94 | -5 | -1 | -7 | 97 | 0 | 17 | -8 | 1
O=C(OCc1ccc(Cl)c(Cl)c1)c1cccnc1Cl | 107 | -2 | -3 | -3 | 102 | -5 | 22 | 2 | 2
CC(C)(C)CN1CCNC(=O)C1CC(=O)N1CCN(c2ccccc2)CC1 (stereo not given) | 102 | 7 | 4 | -2 | 107 | 7 | 16 | 5 | -7
COc1ccccc1N1CCN(C(=O)c2onc(C)c2Cl)CC1 | 102 | 4 | -2 | 3 | 102 | 19 | 5 | 1 | 5
CC(C)OC(=O)c1c(NC(=O)C2CC=CCC2C(=O)O)sc2c1CCCCC2 (stereo not given) | 110 | 2 | -2 | 10 | 106 | 24 | -6 | 9 | 0
CN(C)S(=O)(=O)c1ccc(C(=O)N2CCN=C2SCc2cccnc2)cc1 | 113 | -1 | 7 | 24 | 108 | -10 | 36 | 6 | 2
O=S(=O)(N/N=C/c1ccc(OC2CSC2)cc1)c1ccccc1 | 118 | 3 | -12 | 11 | 107 | 5 | -7 | 20 | 1
Cn1c(=O)n(CC(=O)NC2CCCCC2)c(=O)c2ccccc21 | 100 | 4 | -5 | -12 | 97 | 9 | -6 | 3 | 0
NC1=NC(=Nc2ccc(Cl)cc2)c2ccccc21 | 105 | -2 | 6 | -3 | 94 | -5 | 30 | 2 | -1
COc1ccc(C(=O)NC2CCCc3ccccc32)cc1[N+](=O)[O-] (stereo not given) | 106 | -4 | 0 | 3 | 101 | 5 | -18 | 1 | -2
CCCCn1c2ccccc2c2nnc(SCC(=O)NC3=NN=C(c4ccccc4)CS3)nc21 | 87 | . | -3 | 17 | 93 | -18 | 16 | -6 | 2
Clc1ccc(-c2nc(-c3cc4cc(Cl)ccc4o3)cs2)cc1 | 96 | . | -16 | -7 | 98 | 21 | . | -2 | 5
COc1cc(NC(=O)CSc2nc3ncnc(N)c3[nH]2)c(C(=O)O)cc1OC | 100 | 3 | -6 | -13 | 103 | 9 | 25 | -2 | -5
CN(C)c1ccc(N=Nc2ccccc2C(=O)OCC(=O)N(C)c2ccccc2)cc1 | 110 | -2 | 0 | 1 | 96 | -20 | 15 | 0 | 2
CCCCCOC(=O)NCC(O)c1ccccc1 (stereo not given) | 100 | 2 | 2 | -7 | 98 | 0 | -16 | 0 | 6
Cc1c(C(=O)OCCOC(C)C)[nH]c2c1C(=O)CC(c1ccco1)C2 (stereo not given) | 96 | 3 | -31 | -12 | 99 | 12 | 28 | 0 | 4
Cc1cc(N2CCCCC2)nc(N2CCOCC2)n1 | 98 | 0 | 0 | 2 | 100 | 18 | 4 | 0 | 0
COc1ccccc1NS(=O)(=O)c1cc(NC(=O)C2CCC2)ccc1N1CCCCC1 | 104 | -5 | -17 | 16 | 104 | -22 | -22 | 3 | 1
CN(c1ccc(OCc2ccc([N+](=O)[O-])cc2)cc1)S(=O)(=O)c1ccccc1 | 98 | 1 | -3 | -4 | 104 | 7 | 3 | -1 | -4
O=C(Nc1ccncc1)Nc1cccc(F)c1 | 110 | 2 | -4 | -1 | 107 | 7 | 8 | 7 | .
COCCN(C(=O)CCc1ccccc1OC)c1nnc(-c2cccnc2)s1 | 99 | 2 | -8 | 0 | 98 | 3 | 9 | -7 | 6
CCCc1[nH]nc2c1C(c1cc(OC)ccc1F)C(C#N)=C(N)O2 (stereo not given) | 101 | 4 | -2 | 3 | 103 | -17 | 10 | 4 | 3
Cc1cccc(NC(=O)c2ccc(NS(=O)(=O)c3c(C)noc3C)cc2)c1 | 101 | -1 | -8 | -6 | 100 | 23 | 4 | 2 | -2
Clc1ccc(Cl)c(Oc2ccc(Oc3nc(Cl)ccc3Cl)cc2)n1 | 106 | 10 | -2 | -3 | 101 | -9 | -27 | 2 | 2
Cc1cc(C)c(C(N)=O)c(Nc2cccc3ccccc23)n1 | 110 | 0 | 4 | 8 | 115 | 90 | 3 | 4 | 1
CCN(C(=O)c1c(OC)cccc1OC)c1nnc(-c2cccnc2)s1 | 112 | 7 | -5 | 10 | 109 | 2 | -60 | 5 | 0
Cc1nnc(SC(C)C(=O)Nc2nccs2)s1 (stereo not given) | 88 | 1 | -1 | 1 | 93 | 3 | 2 | -10 | 1
CC1=NNC(=O)C1C(c1ccc(Cl)cc1)C(C#N)C#N (stereo not given) | 101 | . | -10 | -2 | 101 | 19 | 13 | 2 | 7
Cn1cc(C(=O)NC2CCCCC2)c(=O)c2cc(S(=O)(=O)N3CCOCC3)ccc21 | 103 | 9 | -8 | -3 | 104 | 5 | -1 | 6 | 0
O=C(C1=C(O)C(=O)N(CCOCCO)C1c1ccccn1)c1cccs1 (stereo not given) | 89 | 10 | -12 | 9 | 83 | 12 | . | -26 | -10
O=[N+]([O-])/C=C/c1cn(Cc2ccc(Cl)cc2)c2ccccc12 | 2.0* | -6 | 4 | 3 | 99 | 5 | 28 | 1 | 0
Cn1c(-c2ccc(Cl)nc2)nc2ccccc21 | 103 | 1 | -16 | 34* | 101 | 22 | 20 | 6 | -1
O=C(O)c1ccccc1NC(=S)NC(=O)c1sc2ccccc2c1Cl | 103 | -2 | 10 | -10 | 103 | 16 | -14 | 0 | 1
COc1ccc(C(=O)C(CO)Oc2ccccc2OC)cc1OC (stereo not given) | . | -3 | -1 | -11 | . | 5 | 10 | . | 1
CCCCNC(=O)CSc1nc(Cc2ccccc2)nc2ccccc12 | 102 | 0 | -4 | 2 | 103 | 3 | -4 | 11 | 4
O=C(NC1CCCC1)C(c1ccccn1)N(Cc1ccccc1F)C(=O)c1csnn1 (stereo not given) | 104 | -3 | -5 | 13 | 102 | 18 | 11 | 15 | 0
CC1CCc2nc(NC(=O)Cc3cccs3)sc2C1 (stereo not given) | 96 | 1 | 2 | 7 | 94 | -8 | 20 | -7 | 3
Sc1oc(-c2ccccc2)cc1C=Nc1ccccc1 | 113 | -13 | -6 | 1 | 106 | 32 | -9 | 5 | -3
O=C(c1cccc(-n2cccc2)c1)N1CCN(S(=O)(=O)c2c(F)cccc2F)CC1 | 110 | 1 | -8 | 8 | 111 | 10 | 4 | 7 | 2
CCn1nc(C(=O)Nc2ccc(S(=O)(=O)Nc3ncccn3)cc2)c2ccccc2c1=O | 100 | 1 | 3 | 5 | 102 | 10 | 11 | 3 | 1
CCC12CN3CC(CC)(CN(C1)C3c1ccc([N+](=O)[O-])o1)C2=O (stereo not given) | 79 | 6 | -15 | 4 | 90 | 21 | 15 | -13 | -4
CC(C)CN(C(=O)CSc1nnnn1C)C1CCS(=O)(=O)C1 (stereo not given) | 89 | 8 | -6 | 0 | 98 | 2 | -6 | -13 | 2
O=C(Nc1cc(C(F)(F)F)ccc1N1CCOCC1)c1ccco1 | 95 | 0 | -1 | -2 | 97 | 17 | 14 | 0 | 10
CN1CCN(C(=S)c2cn(Cc3ccc(Br)cc3)c3ccccc23)CC1 | 97 | 3 | 5 | -14 | 95 | -10 | 10 | -14 | 8
O=c1[nH][nH]cc1C=Nc1cc(Cl)ccc1O | 103 | 4 | -5 | 20 | 104 | 4 | 10 | -1 | -4
CCOc1cc(N2CCOCC2)c(OCC)cc1NC(=O)COC(=O)COc1ccc(C#N)cc1 | 108 | 3 | 3 | 1 | 104 | 3 | 3 | 10 | -3
CCCCCCCCCC(=O)N/N=C(\C)c1cccnc1 | 98 | 1 | -12 | 2 | 105 | -39 | -1 | 0 | 7
O=[N+]([O-])c1ccc2oc(-c3cccc(O)c3)nc2c1 | 102 | 4 | 8 | 1 | 102 | 9 | 11 | 11 | 0
C[C@@H]1NC(=O)N(CCCn2ccnc2)C1=O | 106 | 2 | -7 | -8 | 104 | 8 | -52 | 4 | -6
CCOc1ccc(N2C(=O)CC(N3CCN(c4ccc(F)cc4)CC3)C2=O)cc1 (stereo not given) | 106 | 5 | -24 | -3 | 103 | -4 | 13 | 15 | 8

Compound profiles, as listed above:
CCCCCOC(=O)NCC(O)c1ccccc1 (stereo not given) in the list: MEKK2 WT-MEK5 = 100; IDE cell activ = 2; pCIP destab = 2; M18AAP inhibitor = -7; MEKK3 PB1 HTS = 98; SUMO HTRF inh = 0; NALP1 yeast inh = -16; MEKK2mut PB1 HTS = 0; IDE inh = 6
CCCCCCCCCC(=O)N/N=C(\C)c1cccnc1 in the list: MEKK2 WT-MEK5 = 98; IDE cell activ = 1; pCIP destab = -12; M18AAP inhibitor = 2; MEKK3 PB1 HTS = 105; SUMO HTRF inh = -39; NALP1 yeast inh = -1; MEKK2mut PB1 HTS = 0; IDE inh = 7

The results go on:
SMILES | MEKK2 WT-MEK5 | IDE cell activ | pCIP destab | M18AAP inhibitor | MEKK3 PB1 HTS | SUMO HTRF inh | NALP1 yeast inh | MEKK2mut PB1 HTS | IDE inh
CC(NC(=O)C1CCCCC1)C(c1cccs1)N1CCOCC1 (stereo not given) | 96 | 2 | -9 | . | 102 | -3 | -3 | 8 | 3
Cc1cc(-c2nnc(SCC(=O)NC3CCCC3)o2)no1 | 101 | -3 | -3 | -12 | 101 | 22 | -2 | 0 | 8
Cc1ccc(N(C(=O)CNC(=O)c2ccco2)C(C(=O)NC2CCCCC2)c2ccncc2)c(C)c1 (stereo not given) | 94 | 3 | 6 | 0 | 99 | 5 | 7 | -4 | 4
CCN1CCN(c2nc(N(C)c3ccccc3)nc(N)c2[N+](=O)[O-])CC1 | 99 | 4 | -15 | -1 | 99 | 3 | 6 | 2 | -4
CC(=O)C1=C(C)NC(SCC(N)=O)=C(C#N)C1C (stereo not given) | 96 | 2 | 1 | 13 | 92 | -6 | 12 | -5 | 7

From PubChem
